# Bcl-2 Bim block: inhibitors of Bim-Bcl-2 binding, primary screen, biochemical, multiplexed, human Bcl-2 family | Bead-based flow cytometry, Bim peptide-Bcl-2 binding | inhibition, % at 10 µM | actives 0.06% (n = 190,000) | AID 950, 2007; in the data active = inhibition above about 40%; inconclusive = no clear call, values can overlap the other calls;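 also: 0% = no compound wells with probe peptide and 100% = reference peptide inhibitor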
# Target sequence (P10415 whole entry, looked up): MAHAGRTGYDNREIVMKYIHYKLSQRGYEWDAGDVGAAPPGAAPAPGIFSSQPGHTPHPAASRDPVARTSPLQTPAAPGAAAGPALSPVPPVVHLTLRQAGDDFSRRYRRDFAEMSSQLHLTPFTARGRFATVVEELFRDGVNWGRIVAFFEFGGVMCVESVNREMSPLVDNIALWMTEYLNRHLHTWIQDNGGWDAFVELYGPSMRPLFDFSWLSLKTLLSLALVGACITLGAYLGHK
# RGS8-Gao reg: RGS8-Galphao binding modulators, primary screen, biochemical, multiplexed bead flow cytometry | Guanine nucleotide-binding protein G(o) subunit alpha (Homo sapiens), P09471 | actives lie on both sides | response (percent of control binding), % at 10 µM | actives 0.34% (n = 220,000) | AID 1423, 2008; in the data active = response below about 60% or above about 140%; inactive = in between;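 also: Galphao activated as the GDP aluminium fluoride complex binding bead-coupled RGS8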
# RGS4-Gao reg: modulators of RGS4 binding to Galphao, primary screen, biochemical, multiplexed bead flow cytometry. actives lie on both sides. binding response (% of control), % at 10 µM. actives 0.33% (n = 220,000). AID 1415, 2008; in the data active = binding response below about 49% or above about 150%; inactive = in between;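 also: fluorescent Galphao activated with aluminum fluoride binding bead-coupled RGS4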
# Mcl-1 Bim block: inhibitors of Bim peptide binding to Mcl-1, primary screen, biochemical, bead-based flow cytometry, multiplex. Induced myeloid leukemia cell differentiation protein Mcl-1 (Homo sapiens), Q07820. Bim peptide-Mcl-1 binding. inhibition, % at 10 µM. actives 0.1% (n = 190,000). AID 1009, 2008;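 also: 0% = no compound tracer wells and 100% = peptide blocker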
# Target sequence (Q07820 whole entry, looked up): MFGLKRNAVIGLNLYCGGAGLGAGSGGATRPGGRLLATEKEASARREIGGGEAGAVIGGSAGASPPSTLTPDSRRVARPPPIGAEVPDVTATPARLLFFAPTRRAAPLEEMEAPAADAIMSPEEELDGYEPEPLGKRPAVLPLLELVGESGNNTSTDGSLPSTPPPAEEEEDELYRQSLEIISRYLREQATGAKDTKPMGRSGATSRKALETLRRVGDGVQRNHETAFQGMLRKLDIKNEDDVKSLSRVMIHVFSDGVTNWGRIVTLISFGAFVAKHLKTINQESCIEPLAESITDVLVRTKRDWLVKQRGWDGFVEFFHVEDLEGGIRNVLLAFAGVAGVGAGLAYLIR
# Mcl1 Bid PPI: Mcl-1/Bid binding inhibitors, primary screen, biochemical, TR-FRET, 1536-well | Induced myeloid leukemia cell differentiation protein Mcl-1 (Homo sapiens), Q07820 | TR-FRET Mcl-1/Bid-Dy647 peptide binding | inhibition, % at 21.7 µM | actives 0.97% (n = 220,000);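 active = compounds that cut the binding signal by more than half at the single screening dose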;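 also: His-tagged Mcl-1 with europium anti-His antibody binding Bid BH3 peptide; 0% = Mcl-1 plus peptide wells and 100% = peptide-only wells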
# Bim-Bcl-B: inhibitors of Bim-Bcl-B binding, primary screen, biochemical, multiplexed, human Bcl-2 family; actives 0.073% (n = 190,000); bead-based flow cytometry, Bim peptide-Bcl-B binding; inhibition, % at 10 µM; Bcl-2-like protein 10 (Homo sapiens), Q9HD36; AID 951, 2007;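 also: 0% = tracer peptide without compound and 100% = reference inhibitor peptide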
# GSH fluor: compound fluorescence on glutathione beads, profiling panel, artefact control, biophysical, 488/530 nm, flow cytometry; GSH beads flow cytometry, compound fluorescence 488/530 nm; active compounds read high; actives 0.25% (n = 190,000); fluorescence (KMESF) at 10 µM; in the data active = fluorescence above about 89;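 also: glutathione beads carrying GST-tagged Bcl family fusion proteins plus one bare bead set; values are compound well signal with DMSO vehicle wells as background; inactives centre near 16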
# RGS7-Gao reg: RGS7-Galphao binding modulators, primary screen, biochemical, multiplexed bead flow cytometry. Guanine nucleotide-binding protein G(o) subunit alpha (Homo sapiens), P09471. actives lie on both sides. binding response (% of control), % at 10 µM. actives 0.35% (n = 220,000); in the data active = binding response below about 49% or above about 150%; inconclusive = no clear call, values can overlap the other calls; inactive = in between;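 also: fluorescent Galphao held in activated GDP-AlF4 state binding bead-coupled RGS7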
# Bim-Bfl-1: inhibitors of Bim binding to Bfl-1, primary screen, biochemical, multiplexed, bead-based flow cytometry. inhibition, % at 10 µM. actives 0.12% (n = 190,000). Bim-Bfl-1 binding inhibition. Bcl-2-related protein A1 (Homo sapiens), Q16548. AID 1008, 2008;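 also: 0% = wells without compound plus tracer and 100% = blocker peptide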
# Bim-Bcl-XL: inhibitors of Bim-Bcl-XL binding, primary screen, biochemical, multiplexed, bead flow cytometry, human Bcl-XL; AID 1007, 2008; inhibition, % at 10 µM; actives 0.04% (n = 190,000); Bim peptide-Bcl-XL binding, fluorescence
# Target sequence (Q07817 whole entry, looked up): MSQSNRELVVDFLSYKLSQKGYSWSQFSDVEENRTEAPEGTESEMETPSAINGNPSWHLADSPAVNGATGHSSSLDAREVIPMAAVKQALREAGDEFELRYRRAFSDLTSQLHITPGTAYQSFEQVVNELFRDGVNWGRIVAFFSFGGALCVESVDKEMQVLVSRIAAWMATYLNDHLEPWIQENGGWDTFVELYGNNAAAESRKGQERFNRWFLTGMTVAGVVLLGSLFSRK
# Bim-Bcl-W: inhibitors of Bim binding to Bcl-W, primary screen, biochemical, multiplexed, bead-based flow cytometry; inhibition, % at 10 µM; Bcl-2-like protein 2 (Homo sapiens), Q92843; actives 0.02% (n = 190,000); Bim peptide-Bcl-W binding; AID 952, 2007;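 also: 0% = bound tracer without compound and 100% = peptide blocker; higher means less fluorescent Bim peptide bound to Bcl-W beads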
# Target sequence (Q92843 whole entry, looked up): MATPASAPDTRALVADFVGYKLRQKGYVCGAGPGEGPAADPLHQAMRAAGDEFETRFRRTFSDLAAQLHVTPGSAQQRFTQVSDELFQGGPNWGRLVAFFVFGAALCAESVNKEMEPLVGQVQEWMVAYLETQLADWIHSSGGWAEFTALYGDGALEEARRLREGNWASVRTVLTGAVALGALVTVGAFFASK
# * hit, by the source's call; ? = inconclusive; & = joins results of further samples. Rule as the data show it, unless noted: active = inhibition above about 40%.
SMILES,Bcl-2 Bim block,RGS8-Gao reg,RGS4-Gao reg,Mcl-1 Bim block,Mcl1 Bid PPI,Bim-Bcl-B,GSH fluor,RGS7-Gao reg,Bim-Bfl-1,Bim-Bcl-XL,Bim-Bcl-W
COc1ccc(-c2c(C)[nH]n3c(=O)c(Cc4ccccc4)c(C)nc23)cc1,2,102,100,1,-42,0,12,101,-7,4,0
Cc1ccc(C(=O)O)cc1NC(=O)c1ccc(Cn2nc(C)c(Cl)c2C)o1,0,96,72,1,-6,-3,15,84,-2,-1,0
CC(=O)c1ccc2c3c(ccc(O)c13)CC2,-7,104,106,-1,-40,-5,55,104,-9,23,5
O=C1NCCN(Cc2ccc(Cl)c(F)c2)C1CC(=O)N1CCCCO1 (stereo not drawn),-1,102,100,0,-23,-6,16,103,-4,-5,0
O=C(c1ccc(-n2cnnn2)cc1)N(C1CCCCC1)C1CCCCC1,0,100,100,0,-27,1,20,102,6,0,-5
O=C(c1ccccc1F)N1CCN(c2ccccc2)CC1,-2,102,102,-3,-46,-10,33,100,1,-7,-2
CCOc1ccc(C(=O)NCC2CCCO2)cc1 (stereo not drawn),-4,84,90,-1,-15,0,27,91,2,0,0
Cc1cc(NC(=O)CSc2nc(C(C)C)nc3ccccc23)no1,-11,99,99,-4,-11,-6,29,97,-13,-8,-3
Nn1c(SCc2cccc(Oc3ccccc3)c2)nnc1C(F)(F)F,0,102,101,-4,4,-10,24,105,-3,-6,-3
Cc1ccc(C(c2nnnn2Cc2cccs2)N2CCN(Cc3ccc4c(c3)OCO4)CC2)cc1 (stereo not drawn),-11,96,96,-2,-18,-7,25,96,-16,-3,0
Cc1cccc(NC(=O)c2ccc(-c3ccccc3[N+](=O)[O-])o2)c1,-2,103,101,0,-27,-17,9,96,4,-1,0
Cc1nn(Cc2ccccc2Cl)c2sc(C(=O)Nc3nccs3)cc12,1,104,100,-3,-2,-1,23,100,0,0,-3
CC(=O)Nc1c2c(nn1-c1cccc(Cl)c1)CS(=O)C2 (stereo not drawn),-8,100,102,-2,1,-10,15,98,-8,-8,-9
CC(=O)c1c(C)[nH]c(C(=O)CSc2nnc(C3CCCCC3)n2N)c1C,-2,98,95,0,6,-2,70,98,-7,-1,-1
COC(=O)c1cccc(NC(=O)C2COc3ccccc3O2)c1 (stereo not drawn),-5,103,101,0,5,-5,39,101,-9,0,0
COC(=O)c1oc2c(c1C)C1(CCC2)SCCS1,-6,87,95,-1,-30,-12,23,86,-11,-5,0
Nc1cc(=O)[nH]c(SCC(=O)Nc2nc3ccc([N+](=O)[O-])cc3s2)n1,-1,79,89,-1,-43,0,18,91,3,0,0
O=C(CSc1nc2ccccc2c(=O)[nH]1)N1CCCCCC1,0,102,102,-2,-5,-1,63,103,-2,-5,-1
CCCCOc1ccc(C(C)NC(=O)CCS(=O)(=O)Cc2ccc(C)cc2)cc1 (stereo not drawn),14,112,73,21,-1,8,13,65,21,28,18
Cc1c(C)n(CC(O)CN2CCOCC2)c2ccccc12 (stereo not drawn),-9,104,106,-5,0,-10,13,108,-8,-7,2
COc1ccc(NC(=O)CCc2nc(-c3ccccc3F)no2)cc1,-9,94,97,-2,8,-4,34,100,-10,-6,0
O=C(CSc1nnc(COc2ccccc2)o1)c1ccccc1,-6,101,102,-5,0,-7,25,101,-24,-7,0
CCc1c(O)nc(SCC(=O)Nc2ccc(OC)cc2)n(C2CCCCC2)c1=O,-5,101,101,0,-47,-4,41,99,-9,-4,3
Cc1cc(C)nc(NS(=O)(=O)c2ccc(NC(=O)C3COc4ccccc4O3)cc2)n1 (stereo not drawn),-7,100,99,-2,-14,-2,9,95,-5,-2,-2
O=C(c1ccc2nc[nH]c2c1)N1CCc2ccccc2C1,-6,99,100,-7,-33,-15,14,?,-7,-8,-8
O=S1(=O)C=C(SCc2ccccc2)Nc2ccccc21,-1,99,101,-3,-1,-2,16,100,-3,-3,-2
COc1ccc(C(C)=O)cc1COC(=O)CCCN1C(=O)c2ccccc2C1=O,-2,98,98,0,-11,0,13,98,-3,5,3
O=C(NNC(=O)c1ccccc1-n1cccc1)c1ccc(Cl)cc1,-3,99,101,0,-39,0,14,97,-3,-4,0
CCOC(=O)C1CCCN(C(=O)c2cc(-c3ccccc3)on2)C1 (stereo not drawn),-1,100,102,-3,-10,-3,19,103,-1,-1,-6
O=C(CSc1nnnn1Cc1ccccc1)NC1CCCCC1,-2,103,101,-1,-12,-7,15,?,-3,-3,0
OC(CNCc1ccco1)COc1ccccc1 (stereo not drawn),-4,99,97,1,0,-6,45,99,-11,3,2
Cc1ccc(S(=O)(=O)Nc2c(C)[nH]c(=O)[nH]c2=O)cc1C,-4,101,104,-4,-24,-5,10,108,-7,-8,-2
N/C(=N\OC(=O)CCCc1ccccc1)c1cccnc1,-5,109,112,-5,-10,-7,11,114,-11,-6,-4
O=C(Nc1cc2ccccc2oc1=O)c1ccccc1,-1,95,94,0,-31,-3,13,96,-4,-1,-3
O=C(CCSc1ccccc1)NCCN1CCOCC1,-7,101,101,-5,-1,-11,40,104,-8,-4,0
Cc1nn(-c2ccccc2)c2c1C1(C(=O)N(C(C)C)c3ccccc31)C(C#N)=C(N)O2 (stereo not drawn),-1,103,103,-2,-43,-3,65,100,-3,-2,-2
Cc1cccnc1CN1CCN(Cc2nc(Cc3cccc(F)c3)no2)CC1,0,102,101,-3,-41,-5,14,115,-5,-1,-2
COc1ccc(CN(C)CC(=O)c2c(N)n(Cc3ccccc3)c(=O)n(C)c2=O)c(OC)c1,-2,99,93,-1,-6,0,22,97,-2,-4,1
O=C1C=C(c2ccccc2)OC(=O)C1C(=O)c1ccccc1 (stereo not drawn),0,101&98,99&92,1,16&-7,0,15,?,1,0,1
Cc1nc(Cl)sc1C(=O)NC(C)c1ccc(Cl)cc1 (stereo not drawn),-17,101,103,-3,-22,-12,13,105,-5,-6,-2
CCOC(=O)C1=C(CC)Nc2ccccc2N/C1=N\S(=O)(=O)c1ccc(C(=O)OCC)cc1,17,99,99,15,13,15,19,100,23,16,14
CC(C)CC(=O)Nc1cc([N+](=O)[O-])ccc1Cl,-8,100,100,-2,-30,-11,30,101,-17,-1,-1
CCC(CC)NC(=O)COC(=O)c1cc(SC)ccc1Cl,-1,98,98,3,-26,-2,10,?,-1,0,-1
CN(Cc1cccs1)C(=O)COC(=O)CNC(N)=O,-6,100,94,-1,-48,-4,7,98,-6,-2,-4
O=C1N/C(=N/NC(=O)c2cccc3ccccc23)S/C1=C\c1ccccc1OCc1ccccc1,0,93,93,-1,57*,3,29,98,-1,-3,-1
Cc1ccc2cc(C(c3nnnn3C3CCCC3)N(Cc3ccccc3)Cc3ccco3)c(=O)[nH]c2c1 (stereo not drawn),-4,99,99,0,-23,0,13,101,0,-2,0
CCCC(=O)Nc1ccc2c(c1)COC2=O,3,102,96,0,-45,-6,26,99,-5,0,0
CC(C)n1c(SCC(=O)N2CCCC2)nc2c1c(=O)n(C)c(=O)n2C,-4,95,94,1,-28,-5,41,98,-9,-4,2
CSC1=NC2(CCCCC2)C2=C(CCCC2)N1,-3,99,102,-1,12,-9,17,99,-1,-4,0
CCCC/C(O)=N\S(=O)(=O)c1ccc(N=NN(C)C)cc1,14,108,103,-2,3,0,25,100,3,-4,-2
COc1ccc(C(=O)Nc2ccc(N3CCN(C(C)=O)CC3)cc2)cc1[N+](=O)[O-],0,102,100,0,-47,0,13,?,-2,-4,-2
CCCCCCCCCOC(=O)C(CC(=O)O)N1CCOCC1 (stereo not drawn),-2,101,102,2,-13,-2,6,100,-11,0,2
COc1ccc(C(=O)Nc2ccccc2-c2nnn(CC(=O)Nc3ccc4c(c3)OCCO4)n2)cc1,-1,103,105,0,38,0,16,105,-4,1,1
COc1ccc(S(=O)(=O)N2CCc3ccccc32)cc1C(=O)NCCc1ccccn1,-8,100,102,-8,-7,-18,11,100,-11,-12,-10
Cc1nc2ccc(S(=O)(=O)NCC(=O)N3CCOCC3)cc2s1,-11,100,99,-1,-10,-8,15,98,-11,-6,0
CNCCOc1nc(N2CCOCC2)nc(C)c1[N+](=O)[O-],0,103,100,4,-39,-32,15,105,0,14,6

# Reprinted from the entries so far, 2 compounds:
SMILES,Bcl-2 Bim block,RGS8-Gao reg,RGS4-Gao reg,Mcl-1 Bim block,Mcl1 Bid PPI,Bim-Bcl-B,GSH fluor,RGS7-Gao reg,Bim-Bfl-1,Bim-Bcl-XL,Bim-Bcl-W
COc1ccc(-c2c(C)[nH]n3c(=O)c(Cc4ccccc4)c(C)nc23)cc1,2,102,100,1,-42,0,12,101,-7,4,0
Cc1ccc(C(=O)O)cc1NC(=O)c1ccc(Cn2nc(C)c(Cl)c2C)o1,0,96,72,1,-6,-3,15,84,-2,-1,0

# Next section:
SMILES,Bcl-2 Bim block,RGS8-Gao reg,RGS4-Gao reg,Mcl-1 Bim block,Mcl1 Bid PPI,Bim-Bcl-B,GSH fluor,RGS7-Gao reg,Bim-Bfl-1,Bim-Bcl-XL,Bim-Bcl-W
CC1CCCCC12NC(=O)N(Cn1nnc3ccccc3c1=O)C2=O (stereo not drawn),-3,101,101,-7,-13,-4,20,91,-1,-4,-2
O=C(Nc1ccc(OC(=O)c2ccncc2)cc1)c1ccncc1,3,94,92,0,5,0,15,90,3,2,0
O=C(NC(Cc1ccccc1)c1ccc2c(c1)OCCCO2)c1ccccc1F (stereo not drawn),-2,101,101,1,-12,-4,16,101,0,-1,-1
COc1ccc(NC(=O)COC(=O)c2ccc(OCc3ccccc3Cl)c(OC)c2)c(OC)c1,-1,101,96,-1,17,-7,9,95,-1,-4,-4
O=C(NCCN1CCOCC1)C1CCC(=O)N1C1CCCCC1 (stereo not drawn),-6,101,102,0,-12,-6,50,101,-8,-8,0
CC1(C)CC(=S)Nc2ccccc2S1,23,97,95,21,-5,-2,35,112,21,1,9
COCCNc1nc2nonc2nc1N1C[C@H]2CC[C@H]1C2,-5,99,102,-5,-41,-9,19,103,-2,-6,-4
CC(NC(=O)c1ccccc1NC(=O)c1ccco1)c1ccccc1 (stereo not drawn),0,98,98,-2,19,1,15,97,0,-2,-3
Cc1ccc(NC(=S)N(Cc2ccco2)C(C)c2cccs2)c(Cl)c1 (stereo not drawn),0,98,95,1,-26,-3,19,94,-4,-2,-1
Cc1ccc(NCc2nnc(SCC(N)=O)o2)c(C)c1,-1,99,98,-4,-26,-4,9,102,-7,-1,-1
